Screens (PubChem)
RmlCD inh mix: RmlC/RmlD inhibition, mixture screen. RmlC/RmlD coupled enzyme inhibition, 384-well mixture HTS. inhibition, % at 5.5 µM. actives 0.39% (n = 110,000); in the data active = inhibition above about 30%, passing the limit was not always enough; inconclusive = no clear call, values can overlap the other calls; note: strong numbers were not always called active
RT RNaseH block: inhibitors of HIV-1 reverse transcriptase RNase H | actives 1.9% (n = 65,000) | P04585 | inhibition, % at 10 µM | RT-RNase H RNA/DNA duplex cleavage, fluorescence; in the data active = inhibition above about 50%
* hit, by the source's call; i = inactive; ? = inconclusive; . = not tested or not shown. These rows are one share of the data; the hit share may differ from the screen's.

SMILES	RmlCD inh mix	RT RNaseH block
O=C(CN1C(=O)C2CCCCC2C1=O)Nc1nc(-c2ccccn2)cs1 (stereo unspecified)	1.7	.
O=C(NCC1CCCO1)c1ccc2nc(N3CCCCC3)sc2c1 (stereo unspecified)	-11.3	-1.5
O=C(CCN1C(=O)c2ccccc2C1=O)Nc1cc(F)ccc1F	-18.8	.
Cc1cccc(N(NC(=O)C(C)(C)O)C(=O)c2ccccc2)c1	-4.2	.
O=C(CSc1nnc(-c2ccco2)n1CC1CCCO1)N1CCCCC1 (stereo unspecified)	8.0	-1.3
Cc1c(NC(=O)c2noc3c2CCc2ccccc2-3)c(=O)n(-c2ccccc2)n1C	8.6	-0.8
O=C1Nc2ccccc2C12Nc1ccccc1S2 (stereo unspecified)	-27.7	49.5
COc1cc(NC(=O)CN2C(=O)NC(C)(CC(C)C)C2=O)cc(OC)c1 (stereo unspecified)	8.6	-2.8
CCCCOC(=O)c1cccc(NC(=O)CC)c1	7.7	-4.4
COc1cccc(-c2cc(C(F)(F)F)nc(N3CCN(c4ccccc4)CC3)n2)c1	3.9	2.5
CCOC(=O)N1CCN(C(=O)c2cn(CC)c3ccc(S(=O)(=O)N4CCCC4)cc3c2=O)CC1	1.4	1.9
Cc1ccc2oc(=O)c3cnn(CC(=O)N4CCCCCC4)c3c2c1	7.6	-20.2
CC12CCC(C(=O)NCc3ccc(Cl)cc3)(OC1=O)C2(C)C (stereo unspecified)	-3.8	.
CC(=O)/C(=N/Nc1cccc(Cl)c1)N1CCOCC1	-6.3	.
CSc1nc(C)c2c(n1)N(c1ccc(C(F)(F)F)cc1)CC2	3.9	.

Some of the entries so far, in markdown.
| compound | RmlCD inh mix | RT RNaseH block |
| --- | --- | --- |
| O=C(CCN1C(=O)c2ccccc2C1=O)Nc1cc(F)ccc1F | -18.8 | . |
| CC12CCC(C(=O)NCc3ccc(Cl)cc3)(OC1=O)C2(C)C (stereo unspecified) | -3.8 | . |

Next section:
SMILES	RmlCD inh mix	RT RNaseH block
COC(=O)c1ccc(Cn2nnc3ccccc3c2=O)o1	-8.5	-44.8
CCn1cc(C2=NCCO2)c2ccccc21	-8.2	.
Cc1cc(C)c(S(=O)(=O)N2CCOC2CNC(=O)C(=O)NCc2cccnc2)c(C)c1 (stereo unspecified)	7.7	.
O=C(COC(=O)c1cnccn1)NCc1ccccc1	24.3	.
Cn1nc(-c2ccccc2)c(-c2nc(-c3ccccc3Cl)no2)c1Cl	i	.
Cc1ccccc1Cn1cc(S(=O)(=O)CC(=O)N2CCCCC2)c2ccccc21	8.4	.
CC1(C)CC(=O)CC(=Nc2ccc(C(=O)O)cc2)C1	18.0	-12.9
Cc1ccc(C(=O)Nc2cccc(C(F)(F)F)c2)cc1NC(=O)c1nccn1C	3.7	.
Cc1cc2c3c(c1C)C1(C(=O)N3C(C)(C)CC2C)C(C#N)=C(N)OC2=C1C(=O)CC(C)(C)C2 (stereo unspecified)	-4.5	.
CCCCNC(=O)c1cccc(C(=O)NCCCC)c1	4.7	-5.8
CCOC(=O)Cc1c(C)nc2c(-c3ccc(Cl)cc3)c(C)[nH]n2c1=O	0.7	.
CCOc1ccc(NC(=O)CN(C2CCCCC2)S(C)(=O)=O)cc1	-2.6	.
CCCCC1=CC2=CC(=O)C(C)(OC(=O)CC)C(=O)C2=CN1Cc1ccc(OC)cc1 (stereo unspecified)	5.9	.
Cc1cc2ccccc2cc1CN1CCOCC1	5.5	-13.4
O=C1CCCN1CC(O)CS(=O)(=O)c1ccccc1 (stereo unspecified)	2.8	.
CN(Cc1ccccc1)c1nc(-c2ccc([N+](=O)[O-])cc2)nc2ccccc12	?	.
O=C1CSC(c2ccccn2)N1c1ccc2ccccc2c1 (stereo unspecified)	5.2	.
CCOC(=O)[C@H](CCc1ccccc1)N[C@H]1CCc2ccccc2N(CC(=O)O)C1=O	8.5	.
O=C(c1ccco1)N1CCN(Cc2nc3ccc([N+](=O)[O-])cc3c(=O)n2-c2ccccc2F)CC1	-10.0	.
FC(F)(F)c1cc(CCN2C(=S)NC[C@@H]2Cc2ccccc2)cc(C(F)(F)F)c1	-9.9	.
Cc1ccc(N(C(=O)C2CCC(=O)N2)C2(C(=O)NC3CCCC3)CCCCC2)cc1 (stereo unspecified)	-8.1	.
O=C(c1ccc2c(c1)OCO2)N1CCCC(c2ccccc2)C1 (stereo unspecified)	-9.5	-16.9
COc1ccc(C2NC(=O)N(CCCC(=O)O)C(C)=C2C(=O)OCc2ccccc2)cc1 (stereo unspecified)	9.4	.
CN1CCN(c2c[nH]c(=O)[nH]c2=O)CC1	-0.6	-6.6
CCCS(=O)(=O)N1CCN(CCCc2ccccc2)CC1	3.6	3.4
O=C(Cc1ccc(S(=O)(=O)N2CCOCC2)s1)NCCC(c1ccccc1)c1ccccc1	-17.1	.
CC(=O)c1ccc(N2CCN(C(=O)c3cc4c(-c5ccccc5F)nn(C)c4s3)CC2)cc1	4.4	-25.6
CCCOc1cccc(NC(=O)c2cc(C)oc2C)c1	6.0	-31.5
O=S(=O)(N1CCCCC1)N1CCN(c2ccc(F)cc2)CC1	-6.2	-1.5
Cc1ccc(NC(=O)c2cc(NC(=O)C3CC=CCC3C(=O)O)ccc2N2CCOCC2)cc1 (stereo unspecified)	5.8	-2.5
CC(CN1CCOCC1)C(=O)c1ccccc1 (stereo unspecified)	-8.0	.
COCC(C)n1c(C)cc(C(=O)CSc2nc3ccccc3c(=O)[nH]2)c1C (stereo unspecified)	-7.7	-24.9
O=C(c1ccco1)n1nc(NCc2ccccc2)nc1NCc1ccccc1	-12.5	-12.5
CC1CCN(c2c(NCc3ccc(C(=O)NCC4COc5ccccc5O4)cc3)c(=O)c2=O)CC1 (stereo unspecified)	-7.6	2.2
O=C1c2ccccc2C(=O)N1CCn1nc(Cl)nc1Cl	-4.5	-5.1
Cc1ccc(C)c(N(CC(=O)N/N=C/c2ccc(-c3ccc([N+](=O)[O-])cc3)o2)S(=O)(=O)c2ccccc2)c1	-0.6	.
Cc1cc2ncn(C(=O)N3CCCCCC3)c2cc1C	-3.6	.
CC1=C(c2ccccc2)CCC1=O	1.9	.
O=C(O)CCCn1nc(-c2ccccc2)c2ccccc21	-6.6	-16.1
CC(=O)NCC(=O)OCC(=O)Nc1ccc(C(C)=O)cc1	.	0.3
CC(C)C(O)(C#CCN1CCCC1)c1ccccc1 (stereo unspecified)	16.2	.
COc1cccc(-n2c(SCC(=O)Nc3cc(C)on3)nc3c([nH]c4ccccc43)c2=O)c1	-6.8	-4.5
C[N+]1(CC(=O)Nc2ccc(F)cc2)CCN(C(=O)c2ccco2)CC1	-2.7	.
CCC(NS(=O)(=O)c1ccc(C)cc1)C(=O)N1CCC2(O)CCCCC2C1 (stereo unspecified)	-8.0	-4.7
Cn1c(=O)oc2cc(S(=O)(=O)Nc3ccc4c(c3)OCCO4)ccc21	-26.6	-3.1
COc1ccccc1N1CCN(C(=O)c2c(-c3c(Cl)cccc3Cl)noc2C)CC1	-10.1	-6.4
COc1ccccc1OCCCn1c(=O)oc2ccccc21	5.4	-99.3
CCOc1ccc2nc(NC(=O)CCn3cccc3)sc2c1	4.0	.
COc1ccc2[nH]c3c(=O)n(CCCCC(=O)NCCN4CCCC4)c(=S)[nH]c3c2c1	-7.0	17.3
CCC(C)[C@H](N)c1nnc(SCC(=O)Nc2cccc(Cl)c2)o1 (stereo partly specified)	-7.3	-8.5
Cc1ccc(S(=O)(=O)N(CC(=O)N/N=C/c2ccc(F)cc2)c2cccc3cccnc23)cc1	5.8	.
Cc1ccccc1CSc1nncn1N	0.0	-4.2
Nc1ncnc2c1cnn2-c1ccccc1	-8.4	0.3
Cc1ccc(CNC(=O)NC2CCCCC2)cc1	5.2	.
Cc1onc(-c2ccccc2)c1C(=O)NCc1cccnc1	-46.6	1.4
CCCc1ccc(OCCNC(C)=O)cc1	4.0	-24.5
CC1=C(C(=O)N2CCOCC2)C(c2ccsc2)C2=C(CCCC2=O)N1 (stereo unspecified)	8.1	-0.8
CN(C(=O)c1ccc(S(=O)(=O)NC2CCCC2)cc1)C1CCCCC1	-14.4	-2.7
COc1ccc(N/N=C(\C=N\O)C(=O)c2ccc(OC)cc2)cc1	-15.9	.
O=S1(=O)CC=C(CSc2nc3ccccc3[nH]2)C1	-9.1	2.4

Arranged by SMILES length (smallest number first): 4 of the compounds above.
SMILES	RmlCD inh mix	RT RNaseH block
Nc1ncnc2c1cnn2-c1ccccc1	-8.4	0.3
O=S1(=O)CC=C(CSc2nc3ccccc3[nH]2)C1	-9.1	2.4
CCC(C)[C@H](N)c1nnc(SCC(=O)Nc2cccc(Cl)c2)o1 (stereo partly specified)	-7.3	-8.5
CC1=C(C(=O)N2CCOCC2)C(c2ccsc2)C2=C(CCCC2=O)N1 (stereo unspecified)	8.1	-0.8

(listing goes on)
SMILES	RmlCD inh mix	RT RNaseH block
O=C(NCc1ccc2c(c1)OCO2)C1CCN(c2ccc(S(=O)(=O)N3CCCC3)cc2)CC1	-3.3	0.8
NC[C@@H]1O[C@H](C23CC4CC(CC(C4)C2)C3)Cc2c1ccc(O)c2O	4.8	.
CC(C)CC(NC(=O)OC(C)(C)C)c1cn([C@@H](Cc2ccc(O)cc2)C(=O)N2CCN(C(=O)OC(C)(C)C)CC2)nn1 (stereo partly specified)	-8.2	.
CC(C)c1ccc(C(=O)NCCCc2ccccc2)cc1	-3.5	.
O=C(NC(=S)NCCN1CCOCC1)c1ccc(Cl)cc1Cl	-3.1	.
COc1ccc2nc(N)sc2c1	2.9	.
COc1ccc(-c2cc(-c3cc(F)ccc3O)[nH]n2)cc1OC	-5.0	11.0
CCOC(=O)c1c(-c2ccc(C)o2)csc1N	6.1	-25.0
Cc1nnc(SCc2ccon2)n1-c1ccccc1	11.4	-15.4
CC(=O)OC(Cn1nc(C)cc1C)c1ccccc1 (stereo unspecified)	-11.2	-14.2
Cc1ccccc1Nc1nc(N)nc(CSc2nnc3sc4ccccc4n23)n1	-11.3	-2.7
CCN(CC)CCNC(=O)C1c2ccccc2C(=O)N(CCOC)C1c1ccc(F)cc1 (stereo unspecified)	3.4	.
CC(=NC1CC1)C1=C(O)c2ccccc2C1=O	-42.6	.
Cc1cccc(-c2nc3ccccc3c(=O)n2-n2cccc2)c1	-7.0	-12.2
COc1ccc(/C=N/NC(=O)c2nc(Cl)c(Cl)c(N)c2Cl)cc1COc1ccc(F)cc1F	?	.

Whole records, looked up by structure. Screens in order: RmlCD inh mix | RT RNaseH block
CC(C)c1ccc(C(=O)NCCCc2ccccc2)cc1 reads -3.5 | .
CCN(CC)CCNC(=O)C1c2ccccc2C(=O)N(CCOC)C1c1ccc(F)cc1 (stereo unspecified) reads 3.4 | .
Cc1nnc(SCc2ccon2)n1-c1ccccc1 reads 11.4 | -15.4
Cc1cccc(-c2nc3ccccc3c(=O)n2-n2cccc2)c1 reads -7.0 | -12.2
NC[C@@H]1O[C@H](C23CC4CC(CC(C4)C2)C3)Cc2c1ccc(O)c2O reads 4.8 | .

Further entries:
SMILES	RmlCD inh mix	RT RNaseH block
CCCc1nc(NC2CCCCC2)c(C#N)c2c1COC(C)(C)C2	-59.4	1.1
COC(=O)c1cc(NS(=O)(=O)c2ccc(N3CCCCCC3)c([N+](=O)[O-])c2)cc(C(=O)OC)c1	5.2	.
O=C1NCCN1C(=O)N(c1ccccc1)c1ccccc1	-6.5	-1.7
COc1ccccc1NC(=O)CSc1nnc(-c2ccco2)o1	2.8	0.2
CCOc1ccc(N(CC(=O)NCc2ccccc2)S(C)(=O)=O)cc1	-40.5	1.9
CCCOc1ccc(NC(=O)C2CC(=O)N(C(C)C)C2)cc1 (stereo unspecified)	-4.6	-57.6
COc1ccccc1NC(=O)COc1ccc(/C=N/n2cnnc2)cc1OC	6.8	-10.2
CCn1cc(C(=O)NCCc2ccccc2)c(=O)c2cc(F)c(N3CCN(C)CC3)cc21	-4.0	-9.4
COC(=O)Nc1nc2ccc(C(=O)c3cccs3)cc2[nH]1	1.4	.
CCN1CCN(CCNC(=O)c2cn(Cc3ccccc3F)nn2)CC1	-10.1	-4.9
CCNC(=S)Nc1ccc(Oc2ccccc2)cc1	15.4	.
CCc1ccc(NC(=O)CSc2nc3n[nH]c(C)c3c(=N)n2-c2cccc(OC)c2)cc1	4.4	.
O=S(=O)(Nc1ccc(O)c(CN2CCCCC2)c1)c1ccccc1	0.4	-72.3
O=C(CSc1nnc(-c2ccco2)n1Cc1ccco1)NCc1ccccc1	-11.9	.
COc1ccc(NC(=O)Nc2ccccc2C(=O)N2CCCC2)cc1	-10.6	-19.5
CC(C)(C)n1nnnc1C(c1ccncc1)N1CCN(C2CCCCC2)CC1 (stereo unspecified)	-14.2	-10.9
COC(C[C@H]1O[C@H]1[C@H](O)COCc1ccccc1)OC	7.9	.
c1ccc(CNn2c(N3CCOCC3)nc3ccccc32)cc1	-9.2	0.7
Cc1ccc(-n2c(Cc3ccccc3)nnc2SCC(=O)NNC(=O)Cc2ccccc2)cc1	1.8	.
CCOC(=O)N1N=C(c2ccc(C)cc2)CC1(O)C(F)(F)F (stereo unspecified)	-11.9	.
COc1ccc(S(=O)(=O)N2CCC(C(=O)NCC3CCCO3)CC2)cc1C (stereo unspecified)	-9.5	.
Cc1cccc(S(=O)(=O)c2c(N)n(/N=C/c3ccccc3)c3nc4ccccc4nc23)c1	-81.2	.
COC(=O)c1ccc(CN(c2ccccn2)S(=O)(=O)c2ccccc2)cc1	-4.8	.
COc1ccccc1Nc1cc(C(=O)NCCCN2CCOCC2)c2ccccc2n1	-13.9	-0.7
C/C=C/C(=O)N1CC2(CC(c3cccc(NC(=O)COc4ccc(Cl)cc4)c3)=NO2)C[C@@H]1C(N)=O (stereo partly specified)	0.7	.
Nc1ccc2nc(-c3ccccc3)sc2c1	147.9	.
COc1ccccc1C(c1nnnn1Cc1ccccc1)N1CCN(C2CCCC2)CC1 (stereo unspecified)	-8.8	.
Cc1cc2nc(SCCOC(=O)Nc3ccc(Cl)cc3)nc(C)c2cc1C	6.8	.
COc1cc(C2/C(=C(\O)c3ccc4c(c3)CC(C)O4)C(=O)C(=O)N2CCCn2ccnc2)ccc1O (stereo unspecified)	-2.0	-0.8
Cc1cc(N=Cc2c(O)ccc3ccccc23)no1	11.0	-38.3
CCC(C)NC(=O)C(Cc1ccccc1)NS(=O)(=O)c1cccc2nsnc12 (stereo unspecified)	-12.7	-7.5
CCOCCc1nnc(N)s1	6.6	.
